GLP1R ag – qHTS of GLP-1 Receptor Agonists; HEK293 GLP-1R CRE-luciferase, luminescence, 4-6 h; cells express a hypersensitive GLP-1R form; Glucagon-like peptide 1 receptor (Homo sapiens), P43220; Potency, µM (top dose mostly 45.6 µM), for the others: at the highest dose activation, hits mostly activators; 380,000 compounds, 0.007% hits; AID 624172, 2012; note: potency is the fitted concentration of half-maximal effect; % of control where 0% means no effect
DRD3 antagonist – qHTS of D3 Dopamine Receptor Antagonist: qHTS; 360,000 compounds, 2.5% hits; D3R cells, DiscoveRx beta-arrestin luminescence, antagonist mode; stronger effect = lower value; AID 652054, 2013; max response, negative = inhibition, %; in the data active = max response below about -50%; inconclusive = no clear call, values can overlap the other calls; note: % is set by controls: 0 for no effect and ±100 for the full control effect; mostly tested at two doses, the higher about 12 µM
Target sequence (P35462 whole entry, looked up): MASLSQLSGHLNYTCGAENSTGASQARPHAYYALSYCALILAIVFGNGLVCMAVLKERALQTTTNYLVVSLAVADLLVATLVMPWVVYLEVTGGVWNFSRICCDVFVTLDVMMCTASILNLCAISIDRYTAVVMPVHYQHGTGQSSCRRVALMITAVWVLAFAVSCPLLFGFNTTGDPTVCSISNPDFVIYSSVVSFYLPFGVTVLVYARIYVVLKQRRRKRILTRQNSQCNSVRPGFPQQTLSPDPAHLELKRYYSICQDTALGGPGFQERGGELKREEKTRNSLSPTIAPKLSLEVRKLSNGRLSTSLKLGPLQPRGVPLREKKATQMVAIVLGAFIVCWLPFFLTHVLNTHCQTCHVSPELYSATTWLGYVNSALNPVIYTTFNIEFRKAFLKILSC
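Cells plated overnight at 1500 cells/well, then exposed to library compounds with dopamine controls for 90 minutes at 37 degrees C. DiscoveRx reagent added for 30–60 minutes at room temperature; luminescence read, quantitative HTS format.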
GLP-1R inv ag – qHTS of GLP-1 Receptor Inverse Agonists (Inhibition Mode); Potency, µM (highest dose often 38.3 µM), for the others: at the highest dose activity change, negative = inhibition, actives largely listed as inhibitors; Glucagon-like peptide 1 receptor (Homo sapiens), P43220; HEK293 GLP-1R CRE-luciferase, luminescence, 24 h; GLP-1R form is constitutively active; AID 624417, 2012; 410,000 compounds, 1.6% hits; note: potency is the fitted concentration of half-maximal effect; % is set by controls: 0 for no effect and ±100 for the full control effect; nearly all actives have a fitted effect of over 55% in size
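Constitutively active GLP-1R drives a cAMP-responsive luciferase in stably transfected HEK293 cells; test compounds are added after overnight (12 h) attachment and left 24 hr, and signal loss in luminescence marks inhibition.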
PLK1 PBD block – qHTS for Inhibitors of PLK1-PDB (polo-like kinase 1 - polo-box domain): Primary Screen. Serine/threonine-protein kinase PLK1 (Homo sapiens), P53350. Plk1 PBD binding of FITC phosphopeptide, fluorescence polarization. Potency, µM, for the others: max response, negative = inhibition, most hits filed as inhibitors. 360,000 compounds, 2.8% hits. AID 720504, 2013; note: potency is the fitted concentration of half-maximal effect; series mostly up to about 57 µM; % is set by controls: 0 for no effect and ±100 for the full control effect; nearly all actives have a fitted effect of over 65% in size
PI5P4Ka inh – qHTS for Inhibitors of phosphatidylinositol 5-phosphate 4-kinase (PI5P4K); max response, %; Phosphatidylinositol 5-phosphate 4-kinase type-2 alpha (Homo sapiens), P48426; AID 652105, 2013; PI5P4Kalpha enzyme, ADP-Glo luminescence, 60 min; stronger effect = lower value; 330,000 compounds, 1.2% hits; active = max response of -50% or lower; inconclusive = between -30% and -50%; inactive = -30% or higher; note: value at the top dose of about 77 µM; % is set by controls: 0 for no effect and ±100 for the full control effect
Target sequence (P48426 whole entry, looked up): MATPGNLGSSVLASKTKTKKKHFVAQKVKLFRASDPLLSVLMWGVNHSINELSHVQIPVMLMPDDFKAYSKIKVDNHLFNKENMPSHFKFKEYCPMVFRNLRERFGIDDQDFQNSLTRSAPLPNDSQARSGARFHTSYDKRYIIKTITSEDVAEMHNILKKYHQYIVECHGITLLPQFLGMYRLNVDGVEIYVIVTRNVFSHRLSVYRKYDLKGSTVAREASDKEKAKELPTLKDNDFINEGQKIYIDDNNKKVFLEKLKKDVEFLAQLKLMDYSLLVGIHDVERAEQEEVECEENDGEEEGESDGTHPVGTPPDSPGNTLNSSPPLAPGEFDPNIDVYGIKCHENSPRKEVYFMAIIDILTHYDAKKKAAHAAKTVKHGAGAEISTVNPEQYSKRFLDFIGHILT
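Human PI5P4Kalpha with substrate in 0.038 M HEPES pH 7.4, 0.28 mM EGTA, 0.1% CHAPS, 5% DMSO; reaction started with 5 microM ATP (final), 60 min at room temperature. ADP formed read by ADP-Glo luminescence.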
WRN helicase inh – qHTS for Inhibitors of WRN Helicase; Bifunctional 3'-5' exonuclease/ATP-dependent helicase WRN (Homo sapiens), Q14191; WRN helicase unwinding, fluorescent forked duplex, kinetic; Potency, µM (top dose mostly 114 µM), for the others: at the top dose activity change, negative = inhibition, actives largely listed as inhibitors; 360,000 compounds, 0.46% hits; AID 651768, 2012; note: potency is the fitted concentration of half-maximal effect; % is set by controls: 0 for no effect and ±100 for the full control effect; nearly all actives have a fitted effect of over 55% in size
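Fluorescence dequenching readout, ex 525 nm/em 598 nm, kinetic mode: forked duplex DNA (100 nM final) with adjacent fluorophore and quencher unwound by WRN (20 nM final) with 2 mM ATP. Compound preincubation 15 min, room temperature.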
DRD3 agonist – qHTS of D3 Dopamine Receptor Agonist: qHTS | D(3) dopamine receptor (Homo sapiens), P35462 | D3R DiscoveRx beta-arrestin cells, luminescence, 90 min | max activation, % | 410,000 compounds, 0.58% hits | AID 652048, 2013; in the data active = max activation above about 30%; note: 0% is about no effect; mostly tested at two doses, the higher about 12 µM
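Cells at 1500/well, incubated overnight, then treated with pinned compounds (dopamine as control) for 90 min at 37 degrees C. DiscoveRx reagent added for 30 - 60 minutes at room temperature; luminescence read.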
HEK293 tox – qHTS of GLP-1 Receptor Inverse Agonists: Cytotox Screen; Potency, µM (doses to about 38.3 µM), inactives show top-dose activity change, negative = inhibition, hits mostly inhibitors; 410,000 compounds, 0.13% hits; HEK293 cAMP-luciferase reporter cells, luminescence, 24 h;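 note: loss of luciferase light is scored as toxicity; potency is the fitted concentration of half-maximal effect; % is set by controls: 0 for no effect and ±100 for the full control effect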
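To flag toxic compounds, the library was rerun on cells for 24 hr at 37 deg C and 5% CO2. Viability-linked luminescence was captured 12 min after adding luciferase detection reagent.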
IL2 activator – qHTS of IL-2 Activators; 360,000 compounds, 0.065% hits; activation, % (series mostly up to about 46 µM); AID 652025, 2013; IL-2 activation reporter assay, cell-based qHTS; stimulated with anti-CD3/CD4/CD28 beads; in transgenic mouse T cells; in the data active = activation above about 50%; inconclusive = mostly about 30% to 49%; note: 0% is about no effect
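Unstimulated transgenic mouse T cells, 750 per well, received compound and, after 60 minutes, anti-CD3/anti-CD4 bead plus anti-CD28 stimulation. EGFP and DsRed were quantified after 18 hours.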
An asterisk follows results filed as active; [ ] = dose if it differs, or a comment. Unless noted, calls come from the whole dose curve; as a rule, active = well fitted curve in the direction sought with a large enough effect; inconclusive = small, poorly fitted or top-dose-only effect, or another doubt; inactive = no such curve, though single readings can be large; an effect the other way counts as inactive or inconclusive.

C=C(C)COc1ccc(-c2nc(N)ncc2-c2ccc(OC)c(OC)c2)c(O)c1 was read as GLP1R ag inconclusive, DRD3 antagonist -6, GLP-1R inv ag inconclusive, PLK1 PBD block 3%, PI5P4Ka inh -12, WRN helicase inh -7%, DRD3 agonist 5, HEK293 tox -13% and IL2 activator -0.2.
For COc1ccc(NCc2nnc(SCC(=O)Nc3ccc(OC)cc3)n2C)cc1 the results were GLP1R ag 11%, DRD3 antagonist 8, GLP-1R inv ag 1%, PLK1 PBD block -3%, PI5P4Ka inh 2, WRN helicase inh -2%, DRD3 agonist 4, HEK293 tox -21% and IL2 activator -1.7.
`CC(C)(C)S(=O)(=O)/C(C#N)=C/Nc1ccccn1` gave GLP1R ag 4%, DRD3 antagonist 9, GLP-1R inv ag -11%, PLK1 PBD block -3%, PI5P4Ka inh 0, WRN helicase inh 5%, DRD3 agonist 0, HEK293 tox -5% and IL2 activator 0.0.
`CCOc1ccc2[nH]c(C)c(CN(C)C)c(=O)c2c1` gave GLP1R ag 9%, DRD3 antagonist 10, GLP-1R inv ag -6%, PLK1 PBD block 1%, WRN helicase inh -6%, DRD3 agonist 1, HEK293 tox -6% and IL2 activator -0.3.
`CC(=O)Nc1cccc(N)c1` gave GLP1R ag 6%, DRD3 antagonist -21, GLP-1R inv ag -2%, PLK1 PBD block -6%, PI5P4Ka inh 8, WRN helicase inh 3%, DRD3 agonist -13, HEK293 tox 2% and IL2 activator 0.3.
O=C(OCc1cc(=O)n2c(n1)sc1ccccc12)c1ccc(O)cc1 was read as GLP1R ag 2%, DRD3 antagonist 2, GLP-1R inv ag 45%[activator], PLK1 PBD block -8%, PI5P4Ka inh -6, WRN helicase inh -5%, DRD3 agonist 11, HEK293 tox 0% and IL2 activator 0.2.
Screening CC1CCN(C(=O)Cn2nnnc2CN2CCOCC2)CC1 returned GLP1R ag -8%, DRD3 antagonist 14, GLP-1R inv ag 0%, PLK1 PBD block 4%, PI5P4Ka inh 16, WRN helicase inh 3%[11.6 µM], DRD3 agonist 0, HEK293 tox -4% and IL2 activator 0.0.
For Cc1cc(NS(=O)(=O)c2ccc(NS(=O)(=O)c3ccc(Br)cc3)cc2)no1 the results were GLP1R ag -1%, DRD3 antagonist -11, GLP-1R inv ag 10%, PLK1 PBD block -11%, PI5P4Ka inh -8, WRN helicase inh inconclusive, DRD3 agonist -1, HEK293 tox -5% and IL2 activator -2.5.
Screening O=C(O)c1cccc(Nc2ncnc3sccc23)c1 returned GLP1R ag 2%, DRD3 antagonist -11, GLP-1R inv ag 7%[7.66 µM], PLK1 PBD block -15%, PI5P4Ka inh -28, WRN helicase inh -15%, DRD3 agonist -5, HEK293 tox 6%[7.66 µM] and IL2 activator -0.6.
`CCCCc1ccc(NC(=O)CC(C)(C)C)cc1` gave GLP1R ag 12%, DRD3 antagonist 33, GLP-1R inv ag 11µM*, PLK1 PBD block -12%, PI5P4Ka inh 1, WRN helicase inh -6%, DRD3 agonist 14, HEK293 tox 8% and IL2 activator -6.2.
COc1ccc(/C=C2\SC(=S)N(CCC(=O)N(CCO)c3ccccc3)C2=O)cc1OC was read as GLP1R ag -7%, DRD3 antagonist 3, GLP-1R inv ag 13%, PLK1 PBD block -16%, PI5P4Ka inh -4, WRN helicase inh -4%[57.1 µM], DRD3 agonist -3, HEK293 tox -13% and IL2 activator 1.8.
CC(=O)Nc1ccc2[nH]c3ccccc3c2c1 was read as GLP1R ag -2%, DRD3 antagonist -17, GLP-1R inv ag 6%, PLK1 PBD block -10%, WRN helicase inh 1%, DRD3 agonist -20, HEK293 tox 0% and IL2 activator 0.1.
O=C(CO/N=C/c1cccc([N+](=O)[O-])c1)NC1CCCCC1 was read as GLP1R ag 21%, DRD3 antagonist 9, GLP-1R inv ag 15%, PLK1 PBD block 5%, PI5P4Ka inh 15, WRN helicase inh 0%, DRD3 agonist -3, HEK293 tox -5% and IL2 activator -2.0.
`COc1ccc(C)cc1NC(=O)CSc1nc(=O)n(CCCN2CCOCC2)c2c1CCCC2` gave GLP1R ag 13%, DRD3 antagonist -2, GLP-1R inv ag -2%, PLK1 PBD block 1%, PI5P4Ka inh 1, WRN helicase inh -1%, DRD3 agonist -25, HEK293 tox 18% and IL2 activator -2.5.
`COc1ccc(C(=O)Nc2ccc3nc4c(c(Nc5ccccc5OC)c3c2)CCCC4)c(OC)c1` gave GLP1R ag 0%, GLP-1R inv ag -13%, DRD3 agonist -7 and HEK293 tox 7%.
`CC(C)(C)C(=O)N1CCC(O)(CS(=O)(=O)Cc2ccccc2Cl)CC1` gave GLP1R ag -3%, DRD3 antagonist 14, GLP-1R inv ag 7%, PLK1 PBD block -6%, PI5P4Ka inh 4, WRN helicase inh -8%, DRD3 agonist -9, HEK293 tox 8% and IL2 activator -1.8.
COc1ccc(CCC(=O)Nc2nc3ccccc3[nH]2)cc1 was read as GLP1R ag 6%, DRD3 antagonist -15, GLP-1R inv ag -2%, PLK1 PBD block 1%, PI5P4Ka inh -5, WRN helicase inh -4%, DRD3 agonist 3, HEK293 tox -5% and IL2 activator 0.3.
Screening O=C1NC[C@@H](CCCCN2CCN(CCc3ccc(O)cc3)C(=O)C2=O)N(CCC2CCCCC2)C1=O returned GLP1R ag 2%, DRD3 antagonist 5, GLP-1R inv ag 20%, PLK1 PBD block 1%, PI5P4Ka inh -3, WRN helicase inh -2%, DRD3 agonist 2, HEK293 tox 2% and IL2 activator -0.6.
`Cc1ccc(NC(=S)NCCc2c[nH]c3ccccc23)cc1` gave GLP1R ag 2%, DRD3 antagonist 20, GLP-1R inv ag inconclusive, PLK1 PBD block -4%, PI5P4Ka inh 1, WRN helicase inh -4%, DRD3 agonist 2, HEK293 tox inconclusive and IL2 activator 0.3.
`CS(=O)(=O)Nc1ccc(-c2ccc(/C=C3\SC(N)=NC3=O)o2)cc1` gave GLP1R ag 17%, DRD3 antagonist -11, GLP-1R inv ag -6%, PLK1 PBD block -12%, PI5P4Ka inh -65*, WRN helicase inh inconclusive, DRD3 agonist -7, HEK293 tox 1% and IL2 activator -1.2.

The list goes on (2 carried over from the part before).
`Cc1ccc(NC(=S)NCCc2c[nH]c3ccccc23)cc1` gave GLP1R ag 2%, DRD3 antagonist 20, GLP-1R inv ag inconclusive, PLK1 PBD block -4%, PI5P4Ka inh 1, WRN helicase inh -4%, DRD3 agonist 2, HEK293 tox inconclusive and IL2 activator 0.3.
`CS(=O)(=O)Nc1ccc(-c2ccc(/C=C3\SC(N)=NC3=O)o2)cc1` gave GLP1R ag 17%, DRD3 antagonist -11, GLP-1R inv ag -6%, PLK1 PBD block -12%, PI5P4Ka inh -65*, WRN helicase inh inconclusive, DRD3 agonist -7, HEK293 tox 1% and IL2 activator -1.2.
Screening CC(C)C(NC(=O)c1ccccc1Cl)C(=O)OCc1nc2scc(-c3ccccc3Cl)c2c(=O)[nH]1 (stereo not given) returned GLP1R ag 0%, DRD3 antagonist -23, GLP-1R inv ag 0%, PLK1 PBD block -8%, PI5P4Ka inh -13, WRN helicase inh -5%, DRD3 agonist 3, HEK293 tox 3% and IL2 activator 0.3.
Screening Cc1nnc(SCC(=O)NCc2ccco2)[nH]c1=O returned GLP1R ag 2%, DRD3 antagonist -9, GLP-1R inv ag 1%, PLK1 PBD block -12%, WRN helicase inh -24%[57.1 µM], DRD3 agonist -5, HEK293 tox 2% and IL2 activator 0.3.
Screening CC(C)c1nc2sc3c(c2c(=O)[nH]1)CC(C)(C)OC3 returned GLP1R ag 13%, DRD3 antagonist 13, GLP-1R inv ag -5%, PLK1 PBD block -3%, PI5P4Ka inh 1, WRN helicase inh -2%, DRD3 agonist -4, HEK293 tox -25% and IL2 activator -1.5.
`CC(=O)Nc1ccc(NC(=O)C(C)Sc2nnc(-c3cccs3)o2)cc1` (stereo not given) gave GLP1R ag 11%, DRD3 antagonist -2, GLP-1R inv ag 0%, PLK1 PBD block -3%, PI5P4Ka inh 2, WRN helicase inh 2%, DRD3 agonist 2, HEK293 tox -14% and IL2 activator -1.6.
Cc1cccc(S(=O)(=O)NC(=O)C2(C)CCN2C(=O)C/C=C/c2ccccc2)c1 (stereo not given) was read as GLP1R ag 0%, DRD3 antagonist 18, GLP-1R inv ag 17%, PLK1 PBD block -16%, PI5P4Ka inh -10, WRN helicase inh 8%, DRD3 agonist 4, HEK293 tox 0% and IL2 activator -0.1.
For O=C(CCC1CCCCC1=O)c1ccccc1 (stereo not given) the results were GLP1R ag 0%, DRD3 antagonist -4, GLP-1R inv ag 1%, PLK1 PBD block 1%, PI5P4Ka inh -2, WRN helicase inh -1%, DRD3 agonist 1, HEK293 tox 3% and IL2 activator 0.4.
C=CCn1c(SCC(=O)Nc2cc(C)on2)nnc1-c1ccncc1 was read as GLP1R ag 3%, DRD3 antagonist 19, GLP-1R inv ag -4%, PLK1 PBD block -10%, PI5P4Ka inh 0, WRN helicase inh -7%, DRD3 agonist -2, HEK293 tox -2% and IL2 activator 0.2.
For COc1ccc(CCNC(=O)CSc2nc(=O)n3cccc(C)c3n2)cc1OC the results were GLP1R ag 2%, DRD3 antagonist 10, GLP-1R inv ag 21%, PLK1 PBD block -1%, PI5P4Ka inh 9, WRN helicase inh -8%, DRD3 agonist -7, HEK293 tox 6% and IL2 activator -2.8.
Screening CCOc1ccc2cc(C3CC(c4ccco4)=NN3S(C)(=O)=O)c(Cl)nc2c1 (stereo not given) returned GLP1R ag 26%, DRD3 antagonist -1, GLP-1R inv ag 19%, PLK1 PBD block -11%, PI5P4Ka inh 0, WRN helicase inh -7%, DRD3 agonist -5, HEK293 tox 3% and IL2 activator -3.7.

Screens (PubChem BioAssay)
